Compound activity from PubChem.
Pf growth 48h = Primary qHTS for delayed death inhibitors of the malarial parasite plastid, 48 hour incubation; P. falciparum luciferase growth in erythrocytes, 48 h; 5.9% of 310,000 active; Potency, µM (highest dose often 28.7 µM), for inactives: at the top dose activity change, negative = inhibition, hits mostly inhibitors; note: potency is the fitted concentration of half-maximal effect; % is set by controls: 0 for no effect and ±100 for the full control effect
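Growth was read as firefly luciferase luminescence after a 48 h, 37 C, 5% CO2 exposure of compounds to reporter-bearing P. falciparum cultures (0.1% parasitemia, 2% hematocrit final) in Albumax-supplemented RPMI 1640.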
Shiga toxin inh = A qHTS for Small Molecule Inhibitors of Shiga Toxin; 9.2% of 290,000 active; Vero cells, Shiga toxin protein synthesis inhibition reporter; inhibition, % at 38.7 µM; in the data active = inhibition mostly above about 28%, no sharp cut-off; inactive = mostly below about 43%; note: 0% is about no effect
HCV inhibitor = qHTS Assay for Inhibitors of Hepatitis C Virus (HCV); Huh7.5.1 HCVcc-Cre infection, luciferase reporter, 44 h; Potency, µM (series often up to 41.8 µM), without a hit: at the top dose activity change, negative = inhibition, most hits filed as inhibitors; 3.4% of 340,000 active; AID 651820, 2012; note: potency is the fitted concentration of half-maximal effect; % is set by controls: 0 for no effect and ±100 for the full control effect
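Cells (1,000/well) were plated 4 h before compound, then infected with HCVcc-Cre virus (~0.5 moi). After 44 h further culture, infection was read as luciferase luminescence following a 15 min substrate incubation at room temperature.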
CHX counter = Cycloheximide Counterscreen for Small Molecule Inhibitors of Shiga Toxin | cell reporter, cycloheximide protein synthesis inhibition counterscreen | max response, % | 12% of 300,000 active | AID 2314, 2010; in the data active = max response mostly above about 13%, no sharp cut-off; inactive = mostly below about 14%; note: read at 38.3 µM for the half of the compounds with a filed dose; 0% is about no effect
Pf growth 96h = Primary qHTS for delayed death inhibitors of the malarial parasite plastid, 96 hour incubation. Potency, µM (top dose mostly 28.7 µM), for inactives: at the highest dose activity change, negative = inhibition, usual class: inhibitors. P. falciparum luciferase reporter growth, 96 h. 6.9% of 320,000 active; note: potency is the fitted concentration of half-maximal effect; % is set by controls: 0 for no effect and ±100 for the full control effect
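96 h incubation, 37 C, 5% CO2, of luciferase-reporter P. falciparum-infected RBCs (2% hematocrit, 0.05% parasitemia final) with test compounds; endpoint luminescence.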
FBPA Giardia inh = qHTS Assay for Inhibitors of Fructose-1,6-bisphosphate Aldolase from Giardia Lamblia; A8B2U2; purified Giardia FBPA; Potency, µM (series often up to 59.6 µM), for inactives: top-dose activity, negative = inhibition, hits mostly inhibitors; 0.71% of 290,000 active; AID 2451, 2010; note: potency is the fitted concentration of half-maximal effect; % is set by controls: 0 for no effect and ±100 for the full control effect; nearly all actives have a fitted effect of over 55% in size
Target sequence (A8B2U2 whole entry, looked up): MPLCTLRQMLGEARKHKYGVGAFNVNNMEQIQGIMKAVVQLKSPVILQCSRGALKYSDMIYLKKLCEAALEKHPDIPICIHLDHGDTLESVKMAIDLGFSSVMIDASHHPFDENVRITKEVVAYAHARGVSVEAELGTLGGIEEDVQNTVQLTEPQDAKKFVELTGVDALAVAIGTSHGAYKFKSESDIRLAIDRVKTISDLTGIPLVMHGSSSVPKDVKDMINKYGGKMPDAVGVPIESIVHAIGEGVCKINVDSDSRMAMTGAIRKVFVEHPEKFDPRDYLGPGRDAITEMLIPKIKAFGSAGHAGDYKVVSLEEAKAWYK
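40 nM FBPA preincubated 10 min at RT with compound (up to 57.5 uM final), then substrate plus GAPDH/TPI/NAD/arsenate coupling and diaphorase/resazurin added. Fluorescence read after 20 min at RT, 525/598 nm.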
* marks the source's active call; other numbers are inactive results; ? = inconclusive; / = not tested or not shown; [ ] = another dose, or the depositor's remark. Unless noted, calls come from the whole dose curve; as a rule, active = well fitted curve in the direction sought with a large enough effect; inconclusive = small, poorly fitted or top-dose-only effect, or another doubt; inactive = no such curve, though single readings can be large; an effect the other way counts as inactive or inconclusive.

nr | Compound | Pf growth 48h | Shiga toxin inh | HCV inhibitor | CHX counter | Pf growth 96h | FBPA Giardia inh
1 | CC1CCCN(C(=O)C2CCN(c3nc(-c4ccccc4)nc4c3CCC4)CC2)C1 (stereo unspecified) | ? | 8 | -21% | -1 | 56%[activator] | /
2 | CC1CCc2sc3ncnc(N4CCN(C)CC4)c3c2C1 (stereo unspecified) | ? | -3 | -15% | -3 | -22% | 24%
3 | CCC(CC)NC(=O)c1cccc(Br)c1 | -22%[5.75 µM] | 0 | 4% | -2 | -3% | 2%
4 | COC(=O)COc1ccc2oc(=O)cc(-c3cc4ccccc4o3)c2c1 | 12% | -5 | -4% | -2 | -16% | /
5 | Cc1cccc(OCCC(=O)OCC(=O)N2CCc3ccccc32)c1 | 7% | -10 | 9% | -2 | 137%[activator] | 1%
6 | CN(C)S(=O)(=O)N1CCN(c2cccc(Cl)c2)CC1 | 27% | -7 | 3% | -1 | / | 9%
7 | COC(=O)c1ccccc1N(C)S(=O)(=O)c1cc2c3c(c1)CCC(=O)N3CCC2 | ? | / | -10% | / | ? | /
8 | Cc1cc(NS(=O)(=O)c2ccc(NC(=O)c3cc4cc(Br)ccc4oc3=O)cc2)no1 | 7% | 11 | 7% | 6 | 1% | 9%
9 | CCCC1=C(C(=O)OCC)C(/C=C/c2ccccc2)n2ncnc2N1 (stereo unspecified) | / | -19 | ? | -2 | ? | 0%
10 | Cc1c(Br)c([N+](=O)[O-])nn1C(C)C(=O)NCc1cccs1 (stereo unspecified) | -1% | 9 | 0% | -2 | 0% | 2%
11 | O=C(COC(=O)c1ccc(Cl)cc1)NC(=O)NC1CCCC1 | -20% | / | 9% | / | 24% | /
12 | COc1cccc(C=Nc2cccc3c(=O)[nH][nH]c(=O)c23)c1O | 2% | 60* | 10% | 24* | ? | 1%
13 | COCCNC(=S)N/N=C/c1ccc(-c2ccc([N+](=O)[O-])cc2)o1 | 1% | 13 | 1% | -2 | ? | ?
14 | O=C(/C=C/c1cccs1)Nc1ccc(Br)cn1 | 274%[activator] | 60* | 8% | 43* | 328%[activator] | 2%
15 | Cc1cc(C)c2cc(CN(CCO)C(c3nnnn3Cc3ccc(F)cc3)C(C)C)c(=O)[nH]c2c1 (stereo unspecified) | ? | -17 | ? | -1 | 12µM* | -6%
16 | CN1CCN(CC(=O)N2c3ccccc3C(C)(c3ccccc3)CC2(C)C)CC1 (stereo unspecified) | ? | -4 | ? | -5 | 10µM* | 0%
17 | CCCCCC(=O)N=Nc1c(O)[nH]c2ccc([N+](=O)[O-])cc12 | 34%[activator] | -5 | ? | -1 | 39%[activator] | -7%
18 | CNS(=O)(=O)c1cccc(C(=O)OC2CCOC2=O)c1 (stereo unspecified) | 0% | -6 | 10% | 3 | 34%[activator] | 1%
19 | CCC1(c2ccc(C)cc2)NC(=O)N(C(C)C(=O)Nc2ccc(N3CCOCC3)cc2)C1=O (stereo unspecified) | ? | / | -4% | / | ? | /
20 | Cc1nn(CCC(=O)NNC(=S)Nc2cccc(Cl)c2)c(C)c1[N+](=O)[O-] | 20% | -5 | 1% | -3 | ? | 6%
21 | COc1ccc(C)cc1NC(=O)CN1CCN(c2ccccn2)CC1 | ? | -7 | -6% | 1 | ? | 9%
22 | Cc1cccc(Nc2cc(=O)[nH]c(=O)[nH]2)c1C | -9% | -12 | 29% | -3 | 276%[activator] | 1%
23 | NC(=O)CN1C(=O)C(O)(CC(=O)c2ccccc2O)c2ccccc21 (stereo unspecified) | -3% | -4 | 1% | -2 | 40%[activator] | -20%
24 | COc1ccc(Cc2nnc(SC(C)C(=O)Nc3ccc(C(N)=O)cc3)o2)cc1 (stereo unspecified) | 1% | / | 29% | / | 8% | /
25 | CN(C(=O)CSc1nc2cc(C(=O)O)ccc2c(=O)n1Cc1ccccc1)C1CCS(=O)(=O)C1 (stereo unspecified) | 9% | -9 | 18% | -2 | 6% | 19%
26 | COc1ccc(NC(=O)COc2nc(N(C)C)nc(N(C)C)n2)cc1 | ? | -15 | -15% | 1 | 165%[activator] | -1%
27 | Cc1ccc(C)c(S(=O)(=O)N2CCN(C(C)C(=O)Nc3ccccc3-c3ccccc3)CC2)c1 (stereo unspecified) | 9.3µM* | -2 | ? | 3 | 4.1µM* | 0%
28 | CC(c1ccccc1)C1CC(=O)N(c2ccccc2)C1=O (stereo unspecified) | 1% | -2 | 29% | -1 | ? | 11%
29 | O=C1C=CC(=O)N1c1ccc(O)cc1 | 36% | 1 | -3% | 7 | 19% | -27%
30 | O=C(NCCNc1ccnc2cc(Cl)ccc12)c1ccccc1F | 0.47µM* | -4 | 13µM* | 1 | 5% | -4%

Laid out differently: entries from further up.
20) Cc1nn(CCC(=O)NNC(=S)Nc2cccc(Cl)c2)c(C)c1[N+](=O)[O-]
21) COc1ccc(C)cc1NC(=O)CN1CCN(c2ccccn2)CC1
Compound	20	21
Pf growth 48h	20%	?
Shiga toxin inh	-5	-7
HCV inhibitor	1%	-6%
CHX counter	-3	1
Pf growth 96h	?	?
FBPA Giardia inh	6%	9%

(list continues)
nr | Compound | Pf growth 48h | Shiga toxin inh | HCV inhibitor | CHX counter | Pf growth 96h | FBPA Giardia inh
31 | COc1ccc(/C=N\NS(=O)(=O)c2ccc(Br)cc2)cc1COc1ccccc1[N+](=O)[O-] | -13% | -10 | ? | -1 | -6% | -8%
32 | O=C(Nc1cnccn1)c1ccc(F)cc1Cl | 1% | 11 | 14% | -1 | ? | 2%
33 | O=C(c1cccc(Br)c1)N1CCCc2ccccc21 | 20% | 1 | 2% | -2 | ? | -10%
34 | Cc1cccc2cc3c(NC(=O)C(C)(C)C)nn(CC(C)C)c3nc12 | ? | -4 | 2% | -3 | ? | 6%
35 | O=C(O)/C(=C\c1ccc(Cl)c([N+](=O)[O-])c1)c1ccc(S(=O)(=O)N2CCCCC2)s1 | 22% | 18 | 7% | -2 | -2% | 3%
36 | O=C(c1ccccc1O)N1N=C(c2ccccc2)CC1(O)C(F)(F)F (stereo unspecified) | 9% | 1 | -11% | 0 | ? | 1%
37 | Cc1cc(C(=O)COC(=O)c2cccc(O)c2)c(C)n1C1CC1 | 164%[activator] | / | ? | / | 282%[activator] | /
38 | O=C(Nc1cc(Cl)ccc1Cl)c1ccc(-c2ccccc2)cc1 | 54%[activator] | 35 | 2% | 17* | ? | 7%
39 | CCCCC(CC(O)COCC(C)C)C(=O)NNC(=S)Nc1ccccc1 (stereo unspecified) | 0% | -8 | 5% | 1 | -23% | 10%
40 | Cc1cc(OCC(O)CN2CCCC2)cc(C)c1Cl (stereo unspecified) | 6% | -7 | ? | -10 | -24% | /
41 | CCCCN(C)CCNC(=O)c1cc2c(=O)[nH]c3ccccc3c2n1C | ? | -13 | ? | 10 | 10% | -2%
42 | Brc1cccc(OCCN2CCCCC2)c1 | 12% | -4 | 23% | -2 | -26% | -16%
43 | Cc1nn(C)c(C)c1S(=O)(=O)NC1CCCC1 | ? | -3 | 17% | -3 | -24% | -3%
44 | C=CCNC(=O)c1csc(-c2ccccc2)n1 | 91%[activator] | 11 | -3% | 28* | ? | 5%
45 | O=C(c1cc2nc(-c3ccc(F)cc3)cc(C(F)(F)F)n2n1)N1CCOCC1 | 0% | 6 | 12% | -4 | 205%[activator] | 2%
46 | CC(C)c1ccc(S(=O)(=O)N2CCN(CC(=O)Nc3ccc4c(c3)OCO4)CC2)cc1 | -21% | -8 | -28% | -2 | -11% | 1%
47 | CN1C(=O)c2ccc(C(=O)Nc3nccs3)cc2C1=O | 6% | 31 | -14% | 17 | 16% | 0%
48 | O=C(O)c1cc(O)c(O)c(O)c1 | ? | / | / | / | 8.5µM* | 3.5µM*
49 | O=C(CS(=O)(=O)c1ccc(Cl)c(Cl)c1)Nc1ccccc1Cl | ? | 1 | -6% | 3 | -6% | 5%
50 | Cc1ccc(C(=O)NCCCN2CCOCC2)cc1S(=O)(=O)N1CCCCC1 | ? | / | -17% | / | -4% | /
51 | CC(C)=N/N=C(/c1ccc([N+](=O)[O-])cc1)C12CN3CN(CN(C3)C1)C2 | 0% | -4 | 5% | -9 | 13µM* | -8%
52 | COc1cccc(S(=O)(=O)NCc2ccc(C(=O)N3CCN(c4ccccc4OC)CC3)cc2)c1 | 7.4µM* | -3 | / | -2 | ? | 0%
53 | CCC(=O)Nc1ccc(C(=O)NNC(=O)C2CCCCC2)cc1 | -5% | -13 | -1% | -3 | -3% | /
54 | CC(C)C1Nc2ccc(C(=O)NC3CCCCC3)cc2NC1=O (stereo unspecified) | 2% | -5 | -15% | -7 | -24% | 0%
55 | COc1ccccc1C1SCCN1S(=O)(=O)c1cccc(C(F)(F)F)c1 (stereo unspecified) | ? | -28 | ? | -4 | ? | -13%
56 | O=C(CSc1nnc(NC(=O)C2CC(=O)N(c3ccc(F)cc3)C2)s1)NCc1ccco1 (stereo unspecified) | ? | -4 | 16% | -3 | ? | -8%
57 | COCCn1c(=NC(=O)c2ccc(S(=O)(=O)N3CCOCC3)cc2)sc2cc(S(N)(=O)=O)ccc21 | ? | -15 | ? | -4 | 8.3µM* | 4%
58 | CC(C)OC(=O)CSc1nnc(-c2ccc(C(C)(C)C)cc2)n1N | ? | 14 | -10% | 11 | ? | ?
59 | Cc1ccsc1C(=O)OC(C)C(=O)NC1CCCCC1C (stereo unspecified) | -11% | / | 8% | / | 6% | /
60 | OCCSc1c(F)c(SCCO)c(SCCO)c(F)c1SCCO | -7% | -8 | -8% | -4 | / | -10%
61 | CC1CCN(C(=O)CNC(=O)c2cccc(OC(F)F)c2)CC1 | 58%[activator] | 49* | -7% | 18* | 14% | 5%
62 | Cc1nc(N2CCOCC2)c(C#N)c(C)c1Br | 13% | -10 | -2% | -5 | / | 7%
63 | COc1ccccc1CCNC(=O)c1ccc(OC)c(OC2CCN(C(C)C)CC2)c1 | ? | 3 | -2% | 9 | -7% | /
64 | CCOC(=O)c1c(N)n(CC(C)NC(=O)C2CC2)c2nc3ccccc3nc12 (stereo unspecified) | ? | -16 | / | -2 | ? | 0%
65 | O=C(COc1ccccc1Cl)NCCNC(=O)c1cnccn1 | 12% | -16 | 11% | -4 | 28% | 12%
66 | C=CCn1c(-c2ccc(Cl)cc2)ccc(C#N)c1=O | -24% | -1 | -15% | -3 | -27% | 0%
67 | O=C(NCC1OCCc2ccccc21)c1ccc(NC(=O)c2ccccc2Cl)cc1 (stereo unspecified) | ? | 1 | ? | 10 | 19% | 2%
68 | CN(CCOc1ccc(Cl)cc1)C(=O)Cc1ccc(S(=O)(=O)N2CCOCC2)s1 | ? | / | ? | / | ? | /
69 | CCOc1cc(S(=O)(=O)Nc2ccc(Cl)cn2)ccc1Cl | -11% | 18 | 16% | 0 | -18% | 2%
70 | CC1CN(Cc2nc3c(c(=O)[nH]c(=O)n3C)n2CC(N)=O)CC(C)O1 (stereo unspecified) | / | -6 | -24% | -3 | 12% | -1%
71 | COc1ccc(N2CCN(C(=O)CCc3nnc4ccc(N5CCC(C)CC5)nn34)CC2)cc1 | -20% | 2 | -2% | -2 | -2% | /
72 | Cc1ccc(NC(=O)CN2CCC(NC(=O)Cc3ccccc3)CC2)cc1C | ? | 10 | 2% | 1 | 10% | 0%
73 | CC(C)(C)c1cc(NC(=O)c2cccc(S(=O)(=O)N3CCOCC3)c2)no1 | ? | 28 | -25% | -1 | ? | 1%

Some entries already given with just Pf growth 96h, HCV inhibitor and Shiga toxin inh.
item | SMILES | Pf growth 96h | HCV inhibitor | Shiga toxin inh
72 | Cc1ccc(NC(=O)CN2CCC(NC(=O)Cc3ccccc3)CC2)cc1C | 10% | 2% | 10
63 | COc1ccccc1CCNC(=O)c1ccc(OC)c(OC2CCN(C(C)C)CC2)c1 | -7% | -2% | 3
66 | C=CCn1c(-c2ccc(Cl)cc2)ccc(C#N)c1=O | -27% | -15% | -1
